High-throughput results: PubChem, several laboratories
bCat nuc transl = modulators of beta-catenin nuclear translocation, primary screen, imaging, HeLa cells, immunofluorescence, high-content. nuclear translocation activity, % at 5 µM. 0.3% of 190,000 active. AID 1665, 2009;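 active means nuclear translocation activity above 50% at 5 µM, with a well cell count of 50 or more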;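 further: per-cell ratio of nuclear to cytoplasmic median beta-catenin stain intensity; plate controls were DMSO negative control for no effect and GSK-3 inhibitor IX positive control for full effect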
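Test system: human HeLa cells, endogenous beta-catenin. Times: 24 h compound exposure, 37°C. Measured by: beta-catenin immunofluorescence imaging with DAPI.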
CSM14.1 death rescue = rescue of cells from ER stress-induced death, primary screen, 384-well, CSM14.1, thapsigargin, ATP luminescence (AID 1222); 190,000 tested, under 10 active; cellular ATP content (survival), % at 20 µM, or EC50 in µM where a hit was titrated; CSM14.1 thapsigargin-induced death rescue, ATP luminescence; higher % means a stronger effect;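 active means EC50 below 50 µM in the dose-response confirmation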;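 further: death triggered by thapsigargin at about 15 µM added after 2 h compound pretreatment; cell ATP read after overnight thapsigargin exposure of roughly 18 to 22 hours; normalized against plate controls of thapsigargin alone and 5% DMSO vehicle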
Autophagy mod = autophagy modulators in MEF cells, primary screen, imaging, high-content, MEF GFP-LC3; MEF GFP-LC3 puncta imaging; test concentration mostly 10 µM; calls only at 10 µM (by protocol); 0.98% of 190,000 active; AID 463193, 2010;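 active means percentage of spot-positive cells more than 3 SD above its plate mean, without a fluorescence outlier flag or 80% toxicity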;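 further: spot-positive cell cutoff set from DMSO-treated cells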
Dynein cargo inh = inhibitors of GR-EGFP nuclear translocation, primary screen, dynein cargo transport inhibitor project, imaging, high-content, 3617.4 mouse cells | test concentration mostly 20 µM; stimulated with dexamethasone, 1 µM; stronger effect = lower value | z-score, hits read low | AID 1381, 2008 | 0.47% of 220,000 active;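 active means plate z-score of nuclear minus cytoplasmic receptor signal below a set negative limit, without overly bright fluorescence or cell loss, cut at about -3.5 in these data, passing the limit was not always enough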;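 further: z-score of nuclear minus cytoplasmic ring GR-EGFP intensity difference per well; some compounds called inactive have numbers as strong as hits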
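Buffer or medium: tet-free, stripped-serum medium; Also added: dexamethasone, 1.0 µM final; Technique: high-content fluorescence imaging after fixation; Times: 48 h induction, 1 h compound, 30 min dex at 37 °C; Read-out: per-cell GR-EGFP intensity, nucleus versus surrounding cytoplasmic ring, well-averaged.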
P. falciparum M1AAP = P. falciparum M1AAP inhibitors, biochemical, fluorogenic H-Leu-NHMec substrate, 1536-well (AID 1445); recombinant M1AAP, H-Leu-NHMec fluorogenic kinetic assay; higher % means a stronger effect; inhibition, % at 30 µM; hits with a dose series show IC50 in µM; 0.42% of 220,000 active;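 active means primary inhibition above the hit cutoff, then over 50% inhibition at one or more dose response concentrations, cut at about 23% in these data, passing the limit was not always enough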;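 further: plate controls were DMSO full reaction for no effect and no enzyme background for full effect; strong numbers were not always called active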
MT stabilizer = microtubule stabilizers in HeLa cells, primary screen, imaging, high-content imaging. % tubulin-high responders, % at 10 µM. AID 2205, 2009. 0.83% of 200,000 active. HeLa tubulin immunostaining HCS, 24 h; share of cells brighter than vehicle mean+2SD;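 active means plate Z-score above 3 for both tubulin-high and condensed-nucleus cell shares, with cell loss under 80%, at 10 µM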;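 further: anti alpha tubulin signal scored within the nucleus-defined area of each cell; some results filed as inactive read as strong as hits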
Insulin prom up = insulin promoter activators in MIN6 cells, imaging, high-content screening, mouse beta cells; MIN6 insulin promoter-GFP reporter; stronger effect = higher value; z-score at 5 µM; 0.3% of 190,000 active; AID 1625, 2009;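 active means z-score above 3 at 5 µM with at least 500 cells counted in the well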
M17LAP inhibition = P. falciparum M17LAP inhibitors, primary screen, biochemical, fluorogenic H-Leu-NHMec substrate, 1536-well (AID 1619); Leucine aminopeptidase (Plasmodium falciparum (isolate 3D7)); recombinant M17LAP, H-Leu-NHMec fluorogenic kinetic assay; higher % means a stronger effect; inhibition, % at 30 µM; hits with a dose series show IC50 in µM; 0.38% of 220,000 active;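 active means compound inhibiting the enzyme by more than half at any dose during confirmatory dose-response retesting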;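 further: plate controls were full reaction with DMSO carrier for no effect and no enzyme background for full effect; strong numbers were not always called active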
K1F lysis inhibition = inhibition of K1F phage lysis, E. coli UTI89, bacterial capsule biogenesis inhibitors, alamar blue (AID 488966). inhibition, % at 100 µM; hits with a dose series show IC50 in µM. 0.02% of 340,000 active. E. coli UTI89 K1F phage lysis, alamar blue, 2 h; higher % means a stronger effect;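 active means phage lysis inhibition, versus mean bacterial control, above a set limit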;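 further: capsule biogenesis inhibitors block K1F phage lysis so surviving cells raise fluorescence; higher fluorescence means more inhibition of phage lysis; actives were called in the ten point dose series up to 300 µM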
Dynein cargo inh cytoplasmic EGFP = also measured in Dynein cargo inh; calls as there; z-score; measured here: cytoplasmic GR-EGFP intensity; stronger effect = higher value
Dynein cargo inh nuclear GR-EGFP = second read-out of Dynein cargo inh, no call of its own (marks repeat the call); z-score; measured here: nuclear GR-EGFP intensity;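 lower value marks the stronger effect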
Dynein cargo inh cell count = also measured in Dynein cargo inh; calls as there; z-score; measured here: cell count per field
Insulin prom up cell count = also measured in Insulin prom up; calls as there; cell count; measured here: cytotoxicity, nuclei count;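 total cells summed across four imaged fields per well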
bCat nuc transl cell count 5 µM = also measured in bCat nuc transl; calls as there; cell count; measured here: cell count, cytotoxicity flag
MT stabilizer Hoechst-high % = further read-out of MT stabilizer, marked with its call; % Hoechst-high responders; measured here: nuclear condensation Hoechst responders;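 share of cells brighter than vehicle mean plus two SD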
MT stabilizer cytotoxicity % = further read-out of MT stabilizer, marked with its call; toxicity, %; measured here: cytotoxicity by cell density;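 0% = mean cell density of plate MIN control wells and 100% = no cells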
Autophagy mod cell loss 18 h = second read-out of Autophagy mod, no call of its own (marks repeat the call); toxicity, %; measured here: cell loss, nuclei count;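 cell loss after 18 h compound exposure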
Numbers without * were called inactive; i = inactive; nt = not tested or not shown; + = active, no number; [ ] = remark or other dose.

Compound,bCat nuc transl,bCat nuc transl cell count 5 µM,CSM14.1 death rescue,Autophagy mod,Autophagy mod cell loss 18 h,Dynein cargo inh,Dynein cargo inh cytoplasmic EGFP,Dynein cargo inh nuclear GR-EGFP,Dynein cargo inh cell count,P. falciparum M1AAP,MT stabilizer,MT stabilizer Hoechst-high %,MT stabilizer cytotoxicity %,Insulin prom up,Insulin prom up cell count,M17LAP inhibition,K1F lysis inhibition
O=C(COc1ccc([N+](=O)[O-])cc1)Nc1ccncc1,-1.1,827,0.8%,i,18.5,0.403,-0.235,0.407,-0.214,-2.9%,3.3,1.2,4.6,1.69,1538,1.0%,0.1%
Nc1nc(-c2ccccc2)c(N=Nc2cccnc2)s1,10.1,824,-1.6%,i,10.8,1.11,-0.179,0.96,-0.178,5.9%,3.2,2.2,7.4,1.43,1113,0.3%,0.4%
CCOc1ccc(C(=O)Nc2nnn(CC)n2)cc1,-3.2,1218,-2.2%,i,21.0,3.68,-0.0411,1.94,-2.06,1.1%,4.6,2.0,6.3,0.66,1348,-1.9%,0.1%
Cc1ccc(C(C(=O)NCc2ccc(F)cc2)N(CCCO)C(=O)C2COc3ccccc3O2)o1 (stereo unspecified),0.6,1499,0.5%,i,-18.1,-0.599,-0.32,-0.114,0.691,10.1%,3.3,1.2,1.9,-0.34,1432,-1.7%,1.1%
CCOC(=O)c1nnc(-c2ccccc2)nc1N1CC(C)OC(C)C1 (stereo unspecified),-0.5,1608,-1.8%,i,-4.1,-1.1,-0.241,-0.581,1.19,9.7%,2.7,2.1,9.6,-0.21,1374,14.6%,-0.1%
O=C(OCCCN=C1NS(=O)(=O)c2ccccc21)C1CC(=O)N(c2ccc(Cl)cc2)C1 (stereo unspecified),1.4,907,-1.5%,i,-25.4,1.03,-0.137,1.04,-1.5,5.1%,4.6,2.2,7.2,0.19,1079,-1.4%,3.8%
CCOC(=O)c1nnn(-c2ccccc2C#N)c1C,nt,nt,-2.2%,i,4.9,0.773,0.0932,0.731,0.569,4.1%,9.1,1.9,3.3,nt,nt,-14.5%,-1.0%
C/C(=N/OC(=O)C1CC1)c1cc(-c2ccc(Cl)cc2)no1,-3.8,949,-1.2%,i,15.0,1.69,0.109,1.04,-1.77,7.7%,2.4,1.7,1.1,-0.03,1415,-1.0%,0.6%
CCOc1ccc(CN(C)CC(=O)Nc2cc(OC)c([N+](=O)[O-])cc2C)cc1,-1.5,1012,-2.6%,i,1.3,-0.526,-0.255,-0.237,0.719,3.6%,4.2,2.8,14.1,0.59,1501,-7.0%,0.6%[50 µM]
COC(=O)c1sccc1NC(=O)CSc1cccc(Cl)c1Cl,nt,nt,3.1%,i,-17.3,0.911,-0.189,0.708,0.877,-1.0%,2.5,1.3,7.7,nt,nt,7.1%,0.0%
CCOc1ccc2nc(N3CCCC(C(=O)N4CCN(CC)CC4)C3)sc2c1 (stereo unspecified),nt,nt,-1.4%,i,2.1,0.222,-0.0173,0.458,-0.614,3.1%,6.7,2.1,7.4,1.42,839,5.8%,-0.1%
Cc1ccccc1NC1=C(Cl)C(=O)OC1OC(=O)c1ccccc1C (stereo unspecified),0.9,1081,-1.5%,i,-4.1,1.55,-0.208,0.829,-1.34,-1.3%,2.4,2.8,5.4,-0.92,1115,-7.8%,-2.2%

Compound,bCat nuc transl,bCat nuc transl cell count 5 µM,CSM14.1 death rescue,Autophagy mod,Autophagy mod cell loss 18 h,Dynein cargo inh,Dynein cargo inh cytoplasmic EGFP,Dynein cargo inh nuclear GR-EGFP,Dynein cargo inh cell count,P. falciparum M1AAP,MT stabilizer,MT stabilizer Hoechst-high %,MT stabilizer cytotoxicity %,Insulin prom up,Insulin prom up cell count,M17LAP inhibition,K1F lysis inhibition
COc1ccc(N(CC(=O)Nc2cccc(C(=O)O)c2)S(=O)(=O)c2c(C)noc2C)cc1,0.4,1351,1.3%,i,9.3,0.945,-0.331,0.514,-0.887,7.8%,3.7,1.5,9.5,-0.27,1624,-13.2%,0.1%
CC(C(=O)OCC(=O)Nc1cccc(S(=O)(=O)N2CCOCC2)c1)N1C(=O)c2ccccc2C1=O (stereo unspecified),-0.6,1141,-0.1%,i,10.0,-0.0811,-0.0415,-0.104,0.624,-1.2%,1.8,1.6,2.9,0.4,1235,-4.3%,0.2%
O=C1c2cccc(Sc3ccccc3)c2C(=O)c2c(Sc3ccccc3)cccc21,0.1,1322,nt,nt,nt,-0.594,-0.259,-0.396,0.569,-2.8%,nt,nt,nt,-0.82,1048,4.3%,nt
CCOC(=O)CSc1nnc(CNC(=O)c2cccc(C)c2)n1-c1ccccc1OC,0.0,1460,-0.6%,i,7.8,-1.22,-0.121,-0.337,0.167,5.9%,4.2,3.1,7.3,-0.65,1628,-10.0%,1.6%
O=C(Nc1ncc(Br)s1)C1CCCN1S(=O)(=O)c1cccc2cccnc12 (stereo unspecified),2.6,1151,nt,i,-20.9,1.3,-0.147,0.976,-0.444,-3.6%,1.2,1.5,2.4,-0.92,1551,4.2%,1.9%
Cc1ccc2c(COC(=O)c3c(C)noc3C)cc(=O)oc2c1,-1.0,1105,0.1%,i,20.3,-0.119,-0.0704,-0.118,-0.257,-1.1%,1.5,1.7,0.8,0,1180,14.2%,0.0%
Cc1ccnc(N2CCC(C(=O)Nc3ccc(Oc4ccccc4)cc3)CC2)n1,0.9,1379,-1.9%,i,48.1,0.262,-0.103,0.256,0.0177,-0.9%,2.0,1.7,5.6,-0.12,1311,-12.3%,0.0%
O=C(Nc1cc(C(=O)N2CCCC2)ccc1N1CCCC1)C1CC1,0.3,541,13.6%,i,2.0,0.652,-0.197,0.512,0.247,7.2%,2.2,1.6,3.3,nt,nt,19.8%,0.9%
COc1cc2c(cc1OC)C(c1ccncc1)CC(=O)N2 (stereo unspecified),0.6,917,-0.7%,i,3.5,-0.123,-0.246,0.266,-0.0369,-3.5%,2.1,0.1,46.5,0.26,1116,11.1%,-0.4%
O=C(CCSc1nnc(-c2ccco2)o1)Nc1ccc(F)cc1,1.7,1071,nt,i,6.8,0.463,-0.17,0.308,-0.0942,6.1%,2.5,1.9,12.7,-0.15,1211,-7.7%,0.3%
O=C1CN(C(=O)COC(=O)C23CC4CC(CC(O)(C4)C2)C3)c2ccccc2N1,nt,nt,nt,i,13.3,4.62,0.202,4.03,-3.2,-7.0%,4.0,2.1,25.1,0.04,1198,-8.9%,0.3%
CC(C)CCn1c(SCC(N)=O)nc2c1c(=O)n(C)c(=O)n2C,nt,nt,-1.3%,i,4.7,-0.0903,-0.243,-0.0237,0.0563,13.6%,4.8,2.8,6.8,0.26,871,-1.6%,-0.6%

Compound profiles, from the list above. Screens in order: bCat nuc transl	bCat nuc transl cell count 5 µM	CSM14.1 death rescue	Autophagy mod	Autophagy mod cell loss 18 h	Dynein cargo inh	Dynein cargo inh cytoplasmic EGFP	Dynein cargo inh nuclear GR-EGFP	Dynein cargo inh cell count	P. falciparum M1AAP	MT stabilizer	MT stabilizer Hoechst-high %	MT stabilizer cytotoxicity %	Insulin prom up	Insulin prom up cell count	M17LAP inhibition	K1F lysis inhibition
O=C(Nc1ncc(Br)s1)C1CCCN1S(=O)(=O)c1cccc2cccnc12 (stereo unspecified) as listed: 2.6	1151	nt	i	-20.9	1.3	-0.147	0.976	-0.444	-3.6%	1.2	1.5	2.4	-0.92	1551	4.2%	1.9%
O=C1CN(C(=O)COC(=O)C23CC4CC(CC(O)(C4)C2)C3)c2ccccc2N1 as listed: nt	nt	nt	i	13.3	4.62	0.202	4.03	-3.2	-7.0%	4.0	2.1	25.1	0.04	1198	-8.9%	0.3%

(further entries)
Compound,bCat nuc transl,bCat nuc transl cell count 5 µM,CSM14.1 death rescue,Autophagy mod,Autophagy mod cell loss 18 h,Dynein cargo inh,Dynein cargo inh cytoplasmic EGFP,Dynein cargo inh nuclear GR-EGFP,Dynein cargo inh cell count,P. falciparum M1AAP,MT stabilizer,MT stabilizer Hoechst-high %,MT stabilizer cytotoxicity %,Insulin prom up,Insulin prom up cell count,M17LAP inhibition,K1F lysis inhibition
CC(OC(=O)c1ccccc1O)C(=O)Nc1cccc(Cl)c1 (stereo unspecified),3.0,1009,-0.8%,i,-6.2,1.04,-0.272,1.06,-1.54,-3.0%,4.3,3.6,6.1,-0.19,1213,-4.4%,0.1%
O=C(/C=C/c1ccnc2ccccc12)c1cccs1,0.0,1318,0.2%,i,8.5,-1.9,-0.319,-0.489,0.792,6.9%,3.6,3.2,8.3,1.48,964,-3.4%,-2.4%
COc1ccc(OCCCn2cc(/C=C3/C(=N)N4C=C(C)SC4=NC3=O)c3ccccc32)cc1,-1.6,970,-3.8%,+,8.3*,-0.372,-0.106,-0.411,0.481,8.4%,5.5,7.0,10.2,0.44,1246,-13.4%,2.7%
COc1cc(/C=N/n2c(=S)[nH]nc(C)c2=O)cc([N+](=O)[O-])c1O,1.2,929,-1.7%,i,21.4,1.06,-0.241,0.737,-0.664,1.4%,4.8,1.1,7.9,nt,nt,9.9%,nt

Outcome played no part in choosing rows; 2.9% or so of the library scored in one or more.
